Cardio protect – modulators protecting cardiomyocytes from myocardial damage; 360,000 tested, 0.63% active; protection from H2O2 cell death, % at 20 µM; H9c2 cardiomyocytes, H2O2 injury protection, ATPLite, 2 h;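 active = compounds giving at least 50% protection of heart cells from peroxide-induced death in the single-dose screen, raw or plate-pattern-corrected value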;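 note: 0% = DMSO wells with peroxide and 100% = DMSO wells without peroxide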
MC4R ag barr – activates human MC4R beta-arrestin recruitment; P32245; 360,000 tested, 0.98% active; activation, % at 8.9 µM; U2OS MC4R beta-arrestin complementation, luminescence; percent of melanotan II response, DMSO zero;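 active = activation above a per-plate cutoff, the mean activation of sample wells on that plate plus 3 SD, cut at about 8% in these data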
Target sequence (P32245 whole entry, looked up): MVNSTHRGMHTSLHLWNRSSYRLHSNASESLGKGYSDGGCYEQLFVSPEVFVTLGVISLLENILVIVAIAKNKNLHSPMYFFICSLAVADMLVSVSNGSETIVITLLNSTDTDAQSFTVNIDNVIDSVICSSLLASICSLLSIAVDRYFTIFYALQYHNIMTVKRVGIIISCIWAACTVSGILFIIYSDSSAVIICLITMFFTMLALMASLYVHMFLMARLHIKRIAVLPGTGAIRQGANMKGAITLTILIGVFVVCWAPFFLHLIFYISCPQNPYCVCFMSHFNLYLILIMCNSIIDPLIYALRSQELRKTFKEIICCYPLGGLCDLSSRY
PDI turbidity – PDI (human) enzyme inhibition; P07237; PDI insulin aggregation turbidity, A650, 90 min; inhibition, % at 10 µM; 350,000 tested, 0.052% active;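 active = mean inhibition across replicates of 30% or more, whatever share of single replicates reach that level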;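 note: absorbance from insulin aggregation driven by PDI reduction with DTT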
ABCB6 inh MLPCN – blocks the human ABCB6 transporter | Q9NP58 | K562-ABCB6 porphyrin accumulation, flow cytometry, 1 h; hits give low values | fluorescence ratio to DMSO, % at 10 µM | 360,000 tested, 0.19% active;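 active = fluorescence ratio to DMSO below 75%, the collection mean minus 3 SD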;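 note: signal is porphyrin accumulated inside mitochondria; 100% equals median channel fluorescence of DMSO control wells; lower ratio means ABCB6 inhibition with less porphyrin fluorescence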
Vif imaging – inhibitors of HIV Vif | inhibition, % at 7.49 µM | 340,000 tested, 0.35% active | HEK293T cells, Vif self-association by quenched fluorescence, imaging, 24 h; in the data active = inhibition above about 50%, passing the limit was not always enough; note: some results filed as inactive read as strong as hits
Glyco luc inh – N-linked glycosylation inhibition; D54 ERlucT glycosylation luciferase reporter, 24 h; percent of 100 nM tunicamycin response; reporter increase, % at 12.5 µM; 360,000 tested, 0.23% active;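 active = mean luciferase reporter signal, scaled so untreated is 0 and the glycosylation-blocking control 100, at or above a set limit in every replicate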;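 note: luciferase carries N-glycosylation sites so blocking glycosylation raises the light; 0% = median of neutral control wells and 100% = median of 100 nM tunicamycin wells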
CaV13 FRET inh – Disruptors of the CACNA1D IQ motif to Ca2+-dependent inactivation inhibitor domain association, primary screening, Förster resonance energy transfer in intact living … | HEK cells, CFP/YFP FRET ICDI-IQ, plate reader, 10 min; percent FRET-ratio fall versus neutral wells | inhibition, % at 12.3 µM | 340,000 tested, 0.098% active;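 active = mean replicate inhibition of at least 30% and at least 1% of replicates passing that level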;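 note: 0% = median of the neutral control wells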
aDG glyco act – increases alpha dystroglycan glycosylation; Pro5-aDG cells, alpha-DG glycosylation AlphaScreen (IIH6); 0% Pro5, 100% B10-LARGE cell signal; activation, % at 10 µM; 360,000 tested, 0.22% active; AID 624168;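 active = activation of at least 8% versus controls, or a plate z-score of at least 8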;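 note: Pro5 are CHO cells carrying HIG-tagged alpha-DG that lacks glycosylation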
m5-HT2A agonist – agonists of mouse serotonin 5-HT2A receptor (HTR2A). AID 624169. P35363. activation, % at 7.6 µM. 360,000 tested, 0.66% active. CHO-K1 mHTR2A beta-arrestin complementation, luminescence; percent of 30 µM serotonin response;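 active = activation above a run cutoff, the mean activation of all tested compounds plus 3 SD, cut at about 14% in these data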;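 note: 0% = plate median of compound wells and 100% = 30 µM serotonin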
Target sequence (P35363 whole entry, looked up): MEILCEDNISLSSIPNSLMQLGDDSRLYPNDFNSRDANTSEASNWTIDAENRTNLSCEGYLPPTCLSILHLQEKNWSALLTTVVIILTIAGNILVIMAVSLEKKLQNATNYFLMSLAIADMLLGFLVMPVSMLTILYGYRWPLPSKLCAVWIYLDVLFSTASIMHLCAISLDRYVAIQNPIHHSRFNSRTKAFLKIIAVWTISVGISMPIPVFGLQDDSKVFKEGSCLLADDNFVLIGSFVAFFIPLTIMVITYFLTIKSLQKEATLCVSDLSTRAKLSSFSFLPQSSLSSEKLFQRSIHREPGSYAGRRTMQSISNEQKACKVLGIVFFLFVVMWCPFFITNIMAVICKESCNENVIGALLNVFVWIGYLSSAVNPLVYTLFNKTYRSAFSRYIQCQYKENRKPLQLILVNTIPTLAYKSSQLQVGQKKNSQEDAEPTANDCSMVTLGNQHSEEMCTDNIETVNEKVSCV
MC4R antag cAMP – antagonists of human melanocortin 4 receptor (MC4R); inhibition, % at 6.5 µM; P32245; MC4R-expressing cells, MTII-stimulated cAMP, LANCE TR-FRET; 360,000 tested, 0.48% active; AID 540295;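 active = inhibition above its plate's cutoff, the mean of tested wells on that plate plus 3 SD, cut at about 29% in these data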;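 note: 0% = Melanotan II alone and 100% = Melanotan II plus saturating MCL0020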
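system = U2OS cells with stable human MC4R expression | also added = Melanotan II challenge after compound preincubation | dosing = one concentration, 6.5 µM nominal | incubation = compound 30 min, challenge 1 h, detection 1 h | measured by = TR-FRET with Eu-cAMP and labeled anti-cAMP, 671 nm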
Active calls of the source: *; . = no result given.

molecule | PDI turbidity | Vif imaging | Cardio protect | MC4R ag barr | ABCB6 inh MLPCN | aDG glyco act | Glyco luc inh | m5-HT2A agonist | MC4R antag cAMP | CaV13 FRET inh
Cc1ccc(S(=O)(=O)c2c(C)nn(C(C)(C)C)c2OC(=O)CC(C)C)cc1 | 3 | 4 | -13 | 2.8 | 96 | -0.1 | 7 | -11 | 3 | -15
CCCCN(CCCNC(=O)c1c(C)cc(=O)oc1C)c1ccccc1 | 4 | . | -6 | 1.6 | 90 | 0.3 | -2 | -8 | 4 | -9
Nc1c(C(=O)O)cnn1-c1ccccc1 | -5 | 4 | 1 | -3.1 | 96 | -0.3 | 1 | 2 | -3 | -5
COc1ccc(OC)c(NC(=O)c2cc(-c3cc(C)ccc3O)n[nH]2)c1 | -7 | -13 | 2 | 10* | 102 | -0.1 | 19 | 6 | 0 | -19
Cc1ccc(-c2cc(C(=O)Nc3cccnc3)[nH]n2)c(O)c1C | -1 | -2 | 4 | -0.8 | 95 | 0.2 | -3 | 4 | 5 | -15
CCN1CCN(C(=O)c2ccc(COc3cccc(Cl)c3)o2)CC1 | -11 | -9 | 0 | -1.9 | 99 | 0.0 | 0 | -10 | 11 | -3
COc1ccc(N=Cc2c(O)n(-c3cccc(C)n3)c(=O)c3ccccc23)c(OC)c1 | -10 | -3 | 19 | 0.2 | 105 | 1.3 | 0 | 3 | 1 | 24
O=C(CC1SC(=O)N(Cc2ccccc2)C1=O)Nc1nccs1 (centres undefined) | 2 | -5 | -2 | -1.0 | 98 | -0.1 | -1 | 3 | -1 | -6
COC(=O)c1c(C)[nH]c(C)c1-c1ccccc1 | -3 | 7 | -17 | -2.3 | 92 | -0.1 | 0 | -1 | -11 | .
CCc1nc(C)cn1S(=O)(=O)c1cc(OC)c(C)cc1C | 4 | -1 | 9 | 1.1 | 93 | -0.1 | 2 | -3 | 1 | -5
Cc1cccc(NC(=S)/N=C(\N)Nc2nc(C)c3ccccc3n2)c1 | 7 | -12 | -5 | -1.8 | 97 | 0.7 | 5 | -4 | 1 | -4
COC(=O)c1ccc(CN2CCc3ccc(NC(=O)c4ccncc4)cc3C2)cc1 | -1 | -15 | -7 | 0.3 | 99 | 0.4 | 0 | -1 | 29* | -3
CCOC(=O)C1=CN(Cc2ccco2)S(=O)(=O)N(C)C1c1ccc2ccccc2c1 (centres undefined) | -3 | -4 | 1 | -1.9 | 98 | 0.1 | 0 | -8 | 2 | -6
CCCCN(C=O)c1c(CC)nc2ccc(C(=O)N3CCN(C(=O)c4ccco4)CC3)cn12 | 7 | -1 | 6 | -2.4 | 101 | -0.2 | -1 | 4 | 10 | -10
Cc1cc(OCCCC(=O)Nc2cccc(-n3cnnn3)c2)ccc1Cl | -4 | -6 | -6 | -0.5 | 98 | 0.0 | 2 | -3 | 4 | -16
O=C(O)c1cccc(NC(=S)NC(=O)c2ccncc2)c1 | 3 | -2 | 5 | -5.2 | 96 | 0.3 | 1 | -1 | 1 | -3
Cc1c(S(=O)(=O)NCc2ccccc2)c(=O)n(C)c(=O)n1C | -1 | 0 | 0 | -1.4 | 98 | -0.1 | 1 | 3 | 7 | -81
CCS(=O)(=O)N1Cc2ccccc2CC1C(=O)Nc1nccs1 (centres undefined) | 6 | -23 | -2 | -0.9 | 100 | 0.0 | -6 | 1 | 0 | -13
NC1=NC(=O)/C(=C/C=C/c2cccs2)S1 | 3 | 6 | -13 | 2.9 | 95 | 0.1 | 3 | -5 | -6 | -11
CC1CCCN(C(=O)c2ccc(NS(=O)(=O)c3cccc([N+](=O)[O-])c3)cc2)C1 (centres undefined) | 12 | -11 | -5 | -2.6 | 100 | 0.2 | -1 | 13 | 2 | -7
Cc1c(-c2cccc(Cl)c2)nc2ccccc2c1C(=O)OCC(=O)N(C)C1CCS(=O)(=O)C1 (centres undefined) | 4 | 15 | 1 | -0.7 | 94 | 0.2 | 1 | -1 | 8 | -5
O=C(Nc1ccc2[nH]ncc2c1)c1ccccc1 | 8 | -1 | -16 | -0.6 | 95 | 0.0 | -6 | 2 | 3 | -2
CC(C)C1Oc2ccccc2N(CC(=O)N(Cc2ccccn2)C2CC2)C1=O (centres undefined) | -14 | -5 | 4 | 1.0 | 95 | -0.1 | -2 | -2 | 6 | -4
CCOC(=O)C1=C(C)OC(N)=C(C#N)C1c1ccc(C)s1 (centres undefined) | 3 | -3 | 3 | -0.2 | 99 | 0.0 | 2 | 0 | -5 | -5
CCOC(=O)c1ccccc1NC(=O)CN1C(=O)NC(C)(CCc2ccccc2)C1=O (centres undefined) | 10 | -2 | -6 | -0.6 | 98 | 0.0 | 2 | -5 | -4 | -6
O=C(Nc1cccc(S(=O)(=O)N2CCCC2)c1)c1ccc2c(=O)n3c(nc2c1)CCCCC3 | -7 | -2 | -5 | 0.3 | 92 | 0.7 | -2 | 3 | 21 | -3
COc1ccc(C)cc1S(=O)(=O)N(C)CC(=O)N1CCCCC1 | 0 | 12 | 10 | -2.9 | 100 | -0.1 | -1 | -6 | 5 | -9
Cn1nc(C(F)(F)F)c(C(=O)Nc2cccc(Cl)c2)c1Cl | -7 | -6 | 0 | -0.5 | 99 | 0.2 | 2 | 1 | 2 | -4
C#CCOCCOCCOCCNc1nc(N2CCN(C(=O)[C@H](CCCN=C(N)N)n3cc(C(N)[C@@H](C)CC)nn3)CC2)nc(N2CCN(C(=O)[C@H](CCCCN)n3cc([C@@H](N)CC(N)=O)nn3)CC2)n1 (some centres undefined) | 3 | -18 | 2 | -1.3 | 94 | 0.3 | 1 | 3 | -3 | -9
CCOc1cc(/C=N/Nc2nc(N3CCCCC3)nc(N3CCCCC3)n2)ccc1OC(=O)c1ccco1 | -4 | -12 | -3 | -2.6 | 90 | -0.1 | 3 | -3 | 13 | -18
CCOCCCNC(=O)c1ccccc1Br | 2 | 4 | 6 | -1.2 | 93 | -0.1 | 1 | 2 | -4 | -1
COc1ccccc1OCCNC(=O)C1CC(=O)N(c2ccc3c(c2)OCCO3)C1 (centres undefined) | 2 | 15 | -2 | -3.1 | 102 | -0.4 | 2 | -5 | 8 | -5
CCc1ccc(N(CC(=O)NC2CCCCC2)S(=O)(=O)c2c(C)noc2C)cc1 | 1 | 16 | -4 | 0.2 | 102 | 0.1 | -3 | -3 | 4 | 12
O=C(c1ccc(C#Cc2ccccc2)o1)N1CCN(c2ccccn2)CC1 | -11 | 3 | -1 | 0.4 | 104 | 0.1 | -3 | 1 | 0 | -12
COc1cc(OC)cc(C(=O)N[C@H](C(=O)Nc2nc3c(s2)CCCC3)C(C)C)c1 | 2 | -12 | -3 | -1.3 | 91 | -0.4 | 3 | -1 | 5 | 0
CC1(C(=O)NS(=O)(=O)c2cccc(OC(F)F)c2)CCN1C(=O)COc1ccc(Cl)cc1 (centres undefined) | -2 | 12 | 6 | -1.1 | 97 | -0.3 | 3 | 5 | 5 | -6
COc1cccc(C(C#N)N2CCOCC2)c1 (centres undefined) | 11 | -1 | -3 | 1.4 | 104 | -0.2 | 1 | 3 | 7 | .
CC1=CCC2C(=O)N(c3nc(C)cc(C)n3)C(=O)C2C1 (centres undefined) | -2 | 6 | -2 | -1.3 | 103 | 0.0 | 1 | -1 | -3 | -4
CCC(C)NC(=O)CNC(=O)c1nn(-c2ccc(OC)cc2OC)c(=O)c2ccccc12 (centres undefined) | -8 | -5 | 1 | 2.5 | 98 | -0.2 | 1 | -1 | 16 | -3
O=C([O-])c1cc(-c2ccccc2)cc(-c2ccccc2)[n+]1CCc1ccc(Cl)cc1 | 2 | -11 | -19 | 1.0 | 91 | -0.1 | 13 | -1 | 2 | -10
COc1ccc(/C=N/NC(=O)C(=O)N2CCCC2)cc1OC | 2 | -11 | 0 | 1.9 | 100 | 0.2 | 0 | 3 | -1 | -5

Six entries picked at random from the list so far, as already listed:
molecule | PDI turbidity | Vif imaging | Cardio protect | MC4R ag barr | ABCB6 inh MLPCN | aDG glyco act | Glyco luc inh | m5-HT2A agonist | MC4R antag cAMP | CaV13 FRET inh
COc1cccc(C(C#N)N2CCOCC2)c1 (centres undefined) | 11 | -1 | -3 | 1.4 | 104 | -0.2 | 1 | 3 | 7 | .
CCOCCCNC(=O)c1ccccc1Br | 2 | 4 | 6 | -1.2 | 93 | -0.1 | 1 | 2 | -4 | -1
COc1cc(OC)cc(C(=O)N[C@H](C(=O)Nc2nc3c(s2)CCCC3)C(C)C)c1 | 2 | -12 | -3 | -1.3 | 91 | -0.4 | 3 | -1 | 5 | 0
CCC(C)NC(=O)CNC(=O)c1nn(-c2ccc(OC)cc2OC)c(=O)c2ccccc12 (centres undefined) | -8 | -5 | 1 | 2.5 | 98 | -0.2 | 1 | -1 | 16 | -3
CC1(C(=O)NS(=O)(=O)c2cccc(OC(F)F)c2)CCN1C(=O)COc1ccc(Cl)cc1 (centres undefined) | -2 | 12 | 6 | -1.1 | 97 | -0.3 | 3 | 5 | 5 | -6
COc1ccc(/C=N/NC(=O)C(=O)N2CCCC2)cc1OC | 2 | -11 | 0 | 1.9 | 100 | 0.2 | 0 | 3 | -1 | -5

Structural class, those above with fluorine.
molecule | PDI turbidity | Vif imaging | Cardio protect | MC4R ag barr | ABCB6 inh MLPCN | aDG glyco act | Glyco luc inh | m5-HT2A agonist | MC4R antag cAMP | CaV13 FRET inh
Cn1nc(C(F)(F)F)c(C(=O)Nc2cccc(Cl)c2)c1Cl | -7 | -6 | 0 | -0.5 | 99 | 0.2 | 2 | 1 | 2 | -4
CC1(C(=O)NS(=O)(=O)c2cccc(OC(F)F)c2)CCN1C(=O)COc1ccc(Cl)cc1 (centres undefined) | -2 | 12 | 6 | -1.1 | 97 | -0.3 | 3 | 5 | 5 | -6

Marked active in MC4R antag cAMP (from the list above):
canonical_smiles	PDI turbidity	Vif imaging	MC4R ag barr	ABCB6 inh MLPCN	aDG glyco act	Glyco luc inh	m5-HT2A agonist	MC4R antag cAMP	CaV13 FRET inh
COC(=O)c1ccc(CN2CCc3ccc(NC(=O)c4ccncc4)cc3C2)cc1	-1	-15	0.3	99	0.4	0	-1	29*	-3

Screening data as filed in PubChem BioAssay.
